CAL PDZ FP-1 = inhibitors of human CAL PDZ peptide binding | inhibition, % at 24.9 µM | Q9HD26 | AID 602252 | actives 0.92% (n = 300,000) | purified CAL PDZ, TMR-peptide fluorescence polarization, 1 h;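 active means mean inhibition of at least 30% with at least half of replicates also reaching 30%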;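 further: 0% = DMSO neutral control and 100% = excess unlabeled competitor peptide PRC23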
CAL PDZ FP-2 = human CAL PDZ-peptide interaction inhibition. Q9HD26. purified CAL PDZ, TMR-peptide fluorescence polarization, 1 h. inhibition, % at 20 µM. actives 0.02% (n = 330,000). AID 504414;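 active means highest replicate inhibition of at least 40%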;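 further: plate controls were DMSO neutral control wells for no effect and unlabeled competitor peptide control wells for full effect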
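Material – purified CerCALP PDZ construct · Detection – FP readout, S and P plane fluorescence · Measure – percent inhibition from loss of millipolarization · Controls – unlabelled peptide for full inhibition, DMSO wells as neutral · Probe or stimulus – TMR-labelled reporter peptide T*-PRC34 bound in PDZ groove · Times – 1 h at RT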
DAGLB inh = blocks human DAGLB lipase activity | Q8NCG7 | HEK293T DAGLB membrane lysate, EnzChek fluorogenic substrate | inhibition, % at 5.17 µM | actives 0.059% (n = 340,000) | AID 504411; in the data active means inhibition above about 34%;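 further: 0% = enzyme with vehicle and 100% = wells lacking enzyme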
Target sequence (Q8NCG7 whole entry, looked up): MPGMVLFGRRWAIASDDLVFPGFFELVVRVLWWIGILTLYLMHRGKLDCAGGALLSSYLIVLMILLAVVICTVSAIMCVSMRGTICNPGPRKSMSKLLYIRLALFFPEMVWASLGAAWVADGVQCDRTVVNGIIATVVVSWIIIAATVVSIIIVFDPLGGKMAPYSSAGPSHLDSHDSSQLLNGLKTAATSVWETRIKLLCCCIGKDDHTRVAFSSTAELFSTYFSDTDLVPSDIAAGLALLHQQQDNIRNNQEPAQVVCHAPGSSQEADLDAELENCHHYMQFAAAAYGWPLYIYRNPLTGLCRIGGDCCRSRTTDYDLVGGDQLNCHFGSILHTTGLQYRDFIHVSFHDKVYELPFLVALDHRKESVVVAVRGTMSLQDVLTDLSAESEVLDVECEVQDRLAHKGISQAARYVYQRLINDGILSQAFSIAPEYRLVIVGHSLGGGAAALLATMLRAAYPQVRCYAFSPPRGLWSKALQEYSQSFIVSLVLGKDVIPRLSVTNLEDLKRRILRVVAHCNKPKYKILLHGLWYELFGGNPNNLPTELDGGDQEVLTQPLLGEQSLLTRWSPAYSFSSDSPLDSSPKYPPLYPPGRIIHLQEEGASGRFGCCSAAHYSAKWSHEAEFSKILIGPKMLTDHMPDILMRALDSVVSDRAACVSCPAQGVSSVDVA
PKA-R2B act = activators of human PKA-R2B complex; PKA-R2B holoenzyme dissociation, Cy5-IP20 fluorescence polarization; R2B truncated from residue 108, S112A mutant; 0% DMSO only, 100% 113 µM cGMP; activation, % at 11.4 µM; AID 504700; P22694+P31323; actives 0.079% (n = 340,000);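 active means activation above a cutoff set at the mean over all compounds plus 3 SD, cut at about 18% in these data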;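 further: higher means more holoenzyme dissociation and a rise in polarization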
C-LANA FP = blocks KSHV LANA C-terminal domain binding to DNA | MBP-C-LANA/FAM-LBS DNA binding, fluorescence polarization | inhibition, % at 9 µM | actives 0.078% (n = 340,000) | AID 504423;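 active means highest replicate inhibition at or above 60% at 9 µM, even if other replicates fall short; inactive means all replicates below 60% inhibition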;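 further: 0% = neutral control wells and 100% = 4 µM acridine orange control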
Rtt109 HAT inh = blocks Candida albicans Rtt109/Vps75 acetyltransferase activity. Q5AAJ8. purified Rtt109/Vps75, ThioGlo CoA-SH fluorescence, 4 h. inhibition, % at 34.9 µM. actives 0.16% (n = 330,000);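 active means inhibition of at least 50% in every replicate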
Target sequence (Q5AAJ8 whole entry, looked up): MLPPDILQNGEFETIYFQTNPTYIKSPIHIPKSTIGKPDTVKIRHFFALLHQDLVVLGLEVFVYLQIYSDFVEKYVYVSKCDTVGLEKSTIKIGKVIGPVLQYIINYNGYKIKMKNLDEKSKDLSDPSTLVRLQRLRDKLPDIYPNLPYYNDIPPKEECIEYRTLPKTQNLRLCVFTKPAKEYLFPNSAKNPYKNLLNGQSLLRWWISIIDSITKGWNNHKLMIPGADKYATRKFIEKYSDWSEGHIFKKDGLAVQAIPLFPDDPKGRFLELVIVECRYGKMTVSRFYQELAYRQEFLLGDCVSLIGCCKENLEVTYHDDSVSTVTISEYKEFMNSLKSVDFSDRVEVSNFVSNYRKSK
Keap1-Nrf2 PPI = Keap1-Nrf2 (human) interaction inhibition; actives 0.15% (n = 340,000); Keap1 Kelch-Nrf2 peptide fluorescence polarization, 1536-well; inhibition, % at 9.4 µM; AID 504523; Q14145; in the data active means inhibition above about 12%;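 further: human Keap1 Kelch domain with fluorescein labeled Nrf2 9mer peptide probe; 0% = neutral control wells and 100% = peptide positive control; higher means more block of Keap1 binding to Nrf2 peptide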
RTF Ca sens inh = cardiac RTF calcium desensitization; AID 493244; inhibition, % at 7.15 µM; IANBD-labeled cardiac RTF, Ca2+ fluorescence; actives 0.12% (n = 340,000); P19429+P45379;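 active means inhibition above the mean inhibition of all tested compounds plus 3 SD, cut at about 17% in these data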;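 further: assay run at fixed EC70 calcium of 1.6 mM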
RTF Ca sens act = increases calcium sensitivity of human cardiac regulated thin filaments | actives 0.24% (n = 340,000) | IANBD-labeled TnC RTF fluorescence at EC20 calcium; 0% EC20 calcium, 100% full calcium | P19429+P45379 | activation, % at 7.2 µM;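 active means activation above the mean over all tested compounds plus 3 SD, cut at about 30% in these data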;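 further: rise in fluorescence read as greater calcium sensitivity of cardiac thin filaments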
SR-BI DiI-HDL act = activators of SR-BI mediated HDL lipid uptake; activation, % at 12.5 µM; CHO ldlA[mSR-BI] cells, DiI-HDL uptake fluorescence, 3 h; 100 = double the neutral-control signal; AID 504775; actives 0.096% (n = 320,000);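 active means mean replicate activation of at least 60% and every replicate at or above 60%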;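 further: 0% = median plate neutral-control signal and 100% = twice that signal; values of inactives mirror those of a sister screen read the other way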
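System: LDL receptor-deficient CHO ldlA cells overexpressing murine SR-BI | Timing: 3 h uptake period with compound, 37 °C | Medium: HEPES-buffered (25 mM, pH 7.4) F12 plus 0.5% BSA | Dosing: Single-point compound dose | Signal: Bottom-read fluorescence, 550/595 nm | Read-out: Retained DiI signal reflecting DiI-HDL uptake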
* = called active by the depositor; · = not tested or not shown.

SMILES	CAL PDZ FP-1	CAL PDZ FP-2	DAGLB inh	PKA-R2B act	C-LANA FP	Rtt109 HAT inh	Keap1-Nrf2 PPI	RTF Ca sens inh	RTF Ca sens act	SR-BI DiI-HDL act
CCCCn1c(N)c(N(CCOC)C(=O)c2cc3c(s2)CCCCC3)c(=O)[nH]c1=O	-1	-1.8	5	16	-0.6	-3	-4	-11	-3	-8
COc1ccc(CN2CC(=O)N(c3ccc(C)c(C)c3)C2=S)cc1OC	3	0.5	-2	-5	-0.4	4	-5	-23	-2	1
COc1ccccc1C(=O)N1CCN(Cc2ccc3c(c2)OCO3)CC1	-1	3.4	2	-13	0.0	-12	-9	12	3	·
COc1ccc(NC(=O)COc2ccc(C(=O)OCC(=O)N(C(C)C)C(C)C)cc2OC)cc1	4	-15	-3	-8	-0.9	5	-3	-16	9	-47
CCc1ccc(N=CC23c4ccccc4C(c4ccccc42)C2C(=O)N(c4ccc(OC)cc4)C(=O)C23)cc1 (stereo unspecified)	4	-3.1	2	-13	-0.6	0	-4	2	10	-21
C=C[C@@]1(C)CC(=O)[C@]2(O)[C@@]3(C)[C@@H](O)CCC(C)(C)[C@@H]3[C@H](OC(C)=O)[C@H](O)[C@@]2(C)O1	6	-0.7	0	4	-0.8	-9	0	-3	6	-25
O=C(O)CCNC(=O)/C(=C\C=C\c1ccccc1)NC(=O)c1ccccc1	-4	-1.5	2	2	0.3	-1	4	2	7	-8
Cc1onc(-c2ccccc2)c1C(=O)NC(=S)NNC(=O)c1ccc(O)cc1O	-5	-1.2	9	1	0.4	1	-3	0	1	-85
Cc1nn(-c2ccc(C(=O)O)cc2)c2c1C(=O)CC(C)(C)C2	-5	-0.5	-1	9	-12	-7	-3	6	-3	9
CC1CN(C2=Nc3cccc4cccc2c34)CC(C)O1 (stereo unspecified)	-2	-1.1	-2	-10	-4.6	-51	-2	-17	14	1
COc1ccccc1CNC(=O)c1cc(-c2ccccc2C)n(CC2CC(c3cccc([N+](=O)[O-])c3)=NO2)n1 (stereo unspecified)	-3	0.1	0	-5	1.6	5	-5	-11	-4	-61
O=C(c1cccs1)N1CCC(c2nc3c(nnn3Cc3cccc(Cl)c3)c(=O)[nH]2)CC1	-3	-6.1	3	1	-0.8	10	-5	-2	3	·
Cc1ccc(O)c(NC(=O)c2cc(-c3ccco3)on2)c1	-6	-0.6	1	6	-2.2	-5	-3	-9	-1	-3
Cc1cccc(NC(=O)CCc2nc3sc4c(c3c(=O)[nH]2)CCCC4)c1	-3	-1.9	2	-1	1.6	-7	-1	1	4	0
CC1(C)CC(=O)C2=C(C1)N(c1ccccc1)C(N)=C(C#N)C2c1cccnc1 (stereo unspecified)	-5	·	1	-2	8.1	-1	3	-5	-2	7
CC(=O)c1c(C)[nH]c(C(=O)OCC(=O)Nc2c(C)n(C)n(-c3ccccc3)c2=O)c1C	-5	-1.5	0	2	0.1	3	-2	9	-5	-6
COCCNC(=O)c1c(N)n(CCCn2ccnc2)c2nc3ccccc3nc12	0	-0.5	3	-1	-0.1	7	-3	-9	5	·
C=CCn1c(SCC(=O)NCc2ccccc2)nnc1C1CCCCC1	0	0.0	1	7	3.5	-7	-1	-21	3	2
Cc1coc2cc3oc(=O)ccc3cc12	0	0.8	1	0	-1.8	4	1	-8	8	25
COCCCNC(=S)NC(=O)c1ccc([N+](=O)[O-])cc1	1	-0.1	-2	-10	0.8	0	-3	-9	4	2
Cc1c2c([n+]3n1CCC3)CC(C)(C)CC2=O	-2	-1.9	-1	-3	1.1	-7	-6	-1	7	3
COC(=O)C1=C(C)N(CCCCCC(=O)O)C(=O)NC1c1ccccc1 (stereo unspecified)	3	0.9	-3	-9	-0.5	0	3	4	1	-14
C=C(C)CC1N(c2cccc(OC)c2)C(=O)C2C(C(=O)O)C3C=CC21O3 (stereo unspecified)	-4	0.8	0	-1	-3.7	-1	-2	-2	-1	13
COc1cc(Cl)c(C)cc1NC(=O)CCNC(=O)c1ccco1	9	-3.3	-1	1	0.1	-7	4	-7	-4	-11
O=C(COC(=O)c1ccccc1NC(=O)c1ccco1)NCC1CCCCC1	3	-0.1	1	-2	1.1	-6	3	-9	3	-14
COc1cccc(NC(=S)N2CCN(C(c3ccccc3)c3ccccc3)CC2)c1	0	-1.1	-2	-4	·	·	4	-10	-11	-9
O=C(NCCC1CCCCN1S(=O)(=O)c1ccc(F)cc1)C(=O)Nc1ccccc1 (stereo unspecified)	-5	-0.8	-3	-12	-0.3	-1	-2	9	4	-18
COC(=O)c1ccc(C2NC(=O)c3ccccc3O2)cc1 (stereo unspecified)	-1	·	-3	-1	1.9	1	-1	-3	4	11
O=c1c(-c2ccc(F)cc2)coc2cc(O)ccc12	-2	-4.1	0	-3	0.9	-15	1	5	-4	21
O=C(CCNC(=O)c1ccc(Br)cc1)NNC(=O)c1ccccc1O	-3	-1.1	6	-9	0.2	0	1	-11	-5	-20
Nc1nonc1C(=O)NCCNc1ccc([N+](=O)[O-])cc1	·	-0.6	·	·	-1.3	-1	-5	·	·	15
O=C(CCNC(=O)N1CCn2c1nc1ccccc12)NCc1ccc(Cl)cc1	7	-0.3	-2	2	-1.3	-2	1	-4	0	17
CCc1ccc(/C=C2/SC(=S)N(CCC(=O)Nc3ccc(C(=O)O)cc3)C2=O)cc1	-1	-3.7	-1	12	8.1	8	-13	-7	2	14
CCC(C)NS(=O)(=O)c1ccc(S(=O)(=O)Nc2cc3c(cc2C(C)=O)OCO3)cc1 (stereo unspecified)	-4	-2.8	-1	-5	0.7	·	-1	-1	-3	3
Cc1cccc(C)c1N1C(=O)CC(N2CCN(S(=O)(=O)c3ccccc3F)CC2)C1=O (stereo unspecified)	·	1.1	1	4	0.0	-6	3	-4	-2	-16
CC(NC(=O)C1CCC(C(=O)NC(C)c2ccccc2)CC1)c1ccccc1 (stereo unspecified)	-5	0.0	0	-6	1.5	0	-2	4	-2	6
COc1ccc(C)cc1NC(=O)Nc1cccc(C)c1	-2	-2.3	-3	4	-1.5	-13	-3	3	-3	-52
OC1CCCN(Cc2cccc3ccccc23)C1 (stereo unspecified)	0	-0.1	-3	-10	-0.9	-2	0	-8	4	13
Cc1ccc(NC(=O)NC(=O)N(C(C)C)S(C)(=O)=O)nc1	-1	-2.4	0	0	-0.7	40	-3	-14	1	27
CN(Cc1ccccc1)c1ccc([N+](=O)[O-])cc1C(=O)O	0	-2.2	0	3	-1.1	-3	0	-8	3	-1
Nc1[nH]nc2nc(-c3ccccc3)[nH]c(=O)c12	-4	-0.7	1	-8	0.5	-1	-4	-7	-3	15
O=C(CN1C(=O)NC2(CCCc3ccccc32)C1=O)Nc1cc(F)ccc1F (stereo unspecified)	-10	-2.2	-3	-7	-1.1	5	-6	-13	-4	12
COC(=O)c1cc2c(cc1Cl)SC(=NCCCN1CCOCC1)NS2(=O)=O	·	0.0	0	3	-0.6	1	-4	-2	-6	6
O=C(O)CCn1c(=O)oc2cc(S(=O)(=O)N3CCCC3)ccc21	-5	0.0	2	-4	5.2	-12	10	-3	-5	33
CCOC(=O)N1CCN(S(=O)(=O)c2ccc(C(=O)Nc3nnc(CSC)o3)cc2)CC1	-2	-0.2	1	1	-1.1	2	-2	15	4	-14
COc1ccc(C(C)(C)C)cc1NC(=O)c1ccoc1C	·	0.0	-10	-3	0.2	4	-4	0	-5	-12
CC1Cc2cc(/C(O)=C3/C(=O)C(=O)N(CCCn4ccnc4)C3c3cccc([N+](=O)[O-])c3)ccc2O1 (stereo unspecified)	-4	-2.2	2	-11	0.6	16	-3	-1	-2	12
CC/C(=N\NC(=O)OC)c1ccc(OC(F)F)cc1	·	0.4	-1	-16	0.2	2	-2	7	-3	11
COC(=O)c1ccccc1NC=C1C(=O)OC2(CCCCC2)OC1=O	-1	-1.7	-1	-1	1.5	-6	0	-14	-2	32

Given with bars between the fields: entries from further up
Structure | CAL PDZ FP-1 | CAL PDZ FP-2 | DAGLB inh | PKA-R2B act | C-LANA FP | Rtt109 HAT inh | Keap1-Nrf2 PPI | RTF Ca sens inh | RTF Ca sens act | SR-BI DiI-HDL act
OC1CCCN(Cc2cccc3ccccc23)C1 (stereo unspecified) | 0 | -0.1 | -3 | -10 | -0.9 | -2 | 0 | -8 | 4 | 13
Cc1ccc(NC(=O)NC(=O)N(C(C)C)S(C)(=O)=O)nc1 | -1 | -2.4 | 0 | 0 | -0.7 | 40 | -3 | -14 | 1 | 27
CN(Cc1ccccc1)c1ccc([N+](=O)[O-])cc1C(=O)O | 0 | -2.2 | 0 | 3 | -1.1 | -3 | 0 | -8 | 3 | -1
Nc1[nH]nc2nc(-c3ccccc3)[nH]c(=O)c12 | -4 | -0.7 | 1 | -8 | 0.5 | -1 | -4 | -7 | -3 | 15
O=C(CN1C(=O)NC2(CCCc3ccccc32)C1=O)Nc1cc(F)ccc1F (stereo unspecified) | -10 | -2.2 | -3 | -7 | -1.1 | 5 | -6 | -13 | -4 | 12
COC(=O)c1cc2c(cc1Cl)SC(=NCCCN1CCOCC1)NS2(=O)=O | · | 0.0 | 0 | 3 | -0.6 | 1 | -4 | -2 | -6 | 6
O=C(O)CCn1c(=O)oc2cc(S(=O)(=O)N3CCCC3)ccc21 | -5 | 0.0 | 2 | -4 | 5.2 | -12 | 10 | -3 | -5 | 33
CCOC(=O)N1CCN(S(=O)(=O)c2ccc(C(=O)Nc3nnc(CSC)o3)cc2)CC1 | -2 | -0.2 | 1 | 1 | -1.1 | 2 | -2 | 15 | 4 | -14
COc1ccc(C(C)(C)C)cc1NC(=O)c1ccoc1C | · | 0.0 | -10 | -3 | 0.2 | 4 | -4 | 0 | -5 | -12
CC1Cc2cc(/C(O)=C3/C(=O)C(=O)N(CCCn4ccnc4)C3c3cccc([N+](=O)[O-])c3)ccc2O1 (stereo unspecified) | -4 | -2.2 | 2 | -11 | 0.6 | 16 | -3 | -1 | -2 | 12
CC/C(=N\NC(=O)OC)c1ccc(OC(F)F)cc1 | · | 0.4 | -1 | -16 | 0.2 | 2 | -2 | 7 | -3 | 11
